PLC-beta3 inh = inhibitors of human phospholipase C beta3; Q01970; Purified PLC-beta3, fluorogenic substrate, fluorescence; inhibition, % at 12.2 µM; hit rate 0.18% among 370,000; in the data active = inhibition above about 11%;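 note: 0% = median of compound wells on plate and 100% = full blocker control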
DAX1 inh-1 = inhibitors of human orphan nuclear receptor DAX1 (NR0B1); inhibition, % at 6.75 µM; P51843; hit rate 0.99% among 340,000; HEK293 Gal4-DAX1 luciferase reporter, luminescence; AID 504766;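 active = inhibition above the mean over all tested compounds plus 3 SD, cut at about 4.2% in these data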;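 note: 0% = DAX1-transfected cells with DMSO and 100% = empty-vector control cells with DMSO; inhibition shows as a rise in luminescence from relieved DAX1 repression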
Target sequence (P51843 207-470 limits assumed): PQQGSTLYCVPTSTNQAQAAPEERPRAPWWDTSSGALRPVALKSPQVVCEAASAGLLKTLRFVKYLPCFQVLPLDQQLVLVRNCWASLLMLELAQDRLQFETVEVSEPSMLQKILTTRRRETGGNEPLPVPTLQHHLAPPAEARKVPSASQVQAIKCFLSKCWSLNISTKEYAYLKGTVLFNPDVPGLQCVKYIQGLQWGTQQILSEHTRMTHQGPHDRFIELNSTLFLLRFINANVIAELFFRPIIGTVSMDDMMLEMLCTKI
PG9 Ab binder = small molecules binding HIV-1 gp120 antibody PG9; inhibition, % at 6.7 µM; hit rate 0.43% among 360,000; AID 624416; TR-FRET gp120-PG9 antibody binding; in the data active = inhibition above about 8.5%
SMARCA2 activ = activators of SMARCA2 function | MG213 cells, MMTV-luciferase reporter, dexamethasone, overnight | activation, % at 9.1 µM | hit rate 1% among 370,000 | AID 652017; in the data active = activation above about 7.8%;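 note: 0% = vehicle wells and 100% = reference activator wells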
hgDAF-12 ag = agonists of H. glycines DAF-12 nuclear receptor; HEK293 GAL4-hgDAF12 UAS-luciferase reporter, agonist luminescence; normalized to butyrate control; activation, % at 6.8 µM; hit rate 1.8% among 370,000; AID 687014;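 active = activation above a cutoff set at the mean of all screened compounds plus 3 SD, cut at about 10% in these data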;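 note: 0% = DMSO wells and 100% = sodium butyrate wells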
NR1D1 modulator = modulators of human Rev-erb alpha DNA binding; P20393; hit rate 0.79% among 370,000; Rev-erbα–FITC-DNA binding, fluorescence polarization, 90 min; activity, % at 10 µM;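 active = activity above about 14%, limit read from the data; passing the limit was not always enough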;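 note: 0% = DMSO wells with 35 nM protein and 100% = DMSO wells with 750 nM protein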
Target sequence (P20393 whole entry, looked up): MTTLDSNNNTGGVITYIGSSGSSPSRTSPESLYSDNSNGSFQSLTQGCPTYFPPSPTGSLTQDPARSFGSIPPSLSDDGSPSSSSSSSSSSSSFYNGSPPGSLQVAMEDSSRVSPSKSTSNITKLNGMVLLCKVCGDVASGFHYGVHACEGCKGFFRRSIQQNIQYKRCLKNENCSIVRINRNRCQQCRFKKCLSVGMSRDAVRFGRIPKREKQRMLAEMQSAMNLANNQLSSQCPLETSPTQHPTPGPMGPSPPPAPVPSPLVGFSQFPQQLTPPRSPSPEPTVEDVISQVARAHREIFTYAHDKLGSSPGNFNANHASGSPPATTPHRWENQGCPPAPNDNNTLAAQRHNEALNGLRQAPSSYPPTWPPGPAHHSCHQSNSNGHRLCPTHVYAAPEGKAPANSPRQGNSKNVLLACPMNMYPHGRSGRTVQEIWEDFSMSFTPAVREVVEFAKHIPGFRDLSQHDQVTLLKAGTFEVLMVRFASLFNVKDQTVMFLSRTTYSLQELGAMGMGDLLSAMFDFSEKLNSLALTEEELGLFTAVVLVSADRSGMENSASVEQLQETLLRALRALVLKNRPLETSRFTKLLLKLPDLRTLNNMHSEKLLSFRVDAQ
hcDAF-12 act = activates DAF-12 receptor from parasite H. contortus; HEK293 hcDAF-12 lit1-tk-luc reporter, luminescence; 0% DMSO, 100% Δ7-dafachronic acid; hit rate 1.4% among 370,000; activation, % at 6.8 µM;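 active = activation above the mean of all tested compounds plus 3 SD, cut at about 5.5% in these data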;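 note: 100% = response to 3 µM Δ7-dafachronic acid high control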
ssDAF-12 act = S. stercoralis DAF-12 activation, primary screen; HEK293 ssDAF-12/GRIP1 lit1-tk-luc reporter, luminescence; % of 3 µM dafachronic acid response; activation, % at 6.8 µM; hit rate 1% among 370,000; AID 652126;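 active = activation above the mean over all tested compounds plus 3 SD, cut at about 0.9% in these data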;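 note: 0% = DMSO-only wells and 100% = 3 µM delta7-dafachronic acid wells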
HGIII-sPLA2 inh = Inhibits HGIII-sPLA2 liposome hydrolysis, primary screen. Q9NZ20. QFRET BODIPY PC-A2 liposome hydrolysis, fluorescence. inhibition, % at 12.2 µM. hit rate 0.56% among 370,000;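 active = inhibition above mean plus 3 SD of compounds lying within the high and low control bounds, cut at about 19% in these data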;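 note: 0% = median of test compound wells and 100% = no enzyme DMSO wells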
FXN GAA850 act = activators of GAA850 frataxin (FXN) promoter | HEK293 lucGAA850 FXN promoter luciferase reporter, 24 h; percent of 10 µM SAHA response | hit rate 0.56% among 360,000 | activation, % at 6 µM;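 active = activation above the average of all compounds screened plus 3 SD, cutoff fixed separately per campaign, cut at about 7.5% in these data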;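 note: 0% = DMSO wells and 100% = 10 µM SAHA wells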
DAX1 inh-2 = inhibitors of DAX1 repression of SF-1 activated StAR promoter; HEK293T StAR-luciferase reporter, SF-1/DAX-1 repression relief; inhibition, % at 6.8 µM; hit rate 1.1% among 370,000; AID 652010;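 active = inhibition above the mean over all tested compounds plus 3 SD, cut at about 3.6% in these data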;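 note: 0% = DAX-1 cells with DMSO and 100% = cells lacking DAX-1 with DMSO; higher inhibition means more luminescence from relief of DAX-1 repression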
The depositor's hits bear a star.

For Cc1ccc(S(=O)(=O)Cn2nnnc2C(c2ccc(F)cc2)N2CCCCC2)cc1 (stereo not drawn) the results were PLC-beta3 inh 4.2, DAX1 inh-1 -0.4, PG9 Ab binder 1.1, SMARCA2 activ -3.0, hgDAF-12 ag -0.5, NR1D1 modulator -4.0, hcDAF-12 act -2.0, ssDAF-12 act -1.2, HGIII-sPLA2 inh 3.8, FXN GAA850 act 3.4 and DAX1 inh-2 0.2.
O=C(NCC1(O)CCCCC1)C1CCC(=O)N(CCc2ccccc2)C1 (stereo not drawn) was read as PLC-beta3 inh -2.1, DAX1 inh-1 0.1, PG9 Ab binder 1.3, SMARCA2 activ -3.3, hgDAF-12 ag -0.4, NR1D1 modulator -4.2, hcDAF-12 act -0.4, ssDAF-12 act -0.6, HGIII-sPLA2 inh 4.0, FXN GAA850 act 0.2 and DAX1 inh-2 1.8.
CCCCN(C)C(=O)CSc1nnc(-c2cccnc2)n1C1CCCCC1 was read as PLC-beta3 inh 0.8, SMARCA2 activ 2.2, hgDAF-12 ag -3.7, NR1D1 modulator -1.2, hcDAF-12 act -2.1, ssDAF-12 act -0.8, HGIII-sPLA2 inh 1.8 and DAX1 inh-2 0.8.
`Oc1ccc(C(=S)N2CCCCCC2)cc1` gave PLC-beta3 inh 8.6, DAX1 inh-1 0.7, PG9 Ab binder -1.1, SMARCA2 activ -2.7, hgDAF-12 ag -0.3, NR1D1 modulator -3.9, hcDAF-12 act 0.8, ssDAF-12 act -1.6, HGIII-sPLA2 inh 0.7, FXN GAA850 act -1.2 and DAX1 inh-2 0.0.
`CCOC(=O)c1csc(N/N=C2\CCCc3ccccc32)n1` gave PLC-beta3 inh -9.1, DAX1 inh-1 -1.0, PG9 Ab binder -3.6, SMARCA2 activ 1.3, hgDAF-12 ag 1.5, NR1D1 modulator 1.5, hcDAF-12 act -2.0, ssDAF-12 act -1.2, HGIII-sPLA2 inh -3.0, FXN GAA850 act -0.3 and DAX1 inh-2 0.6.
Screening COc1ccccc1/C=N/NC(=O)c1cccc(NC(=O)c2ccccc2C)c1 returned PLC-beta3 inh 0.2, DAX1 inh-1 0.7, PG9 Ab binder -4.5, SMARCA2 activ -1.9, hgDAF-12 ag 2.5, NR1D1 modulator 0.8, hcDAF-12 act 1.7, ssDAF-12 act -0.9, HGIII-sPLA2 inh 2.9, FXN GAA850 act 1.6 and DAX1 inh-2 -0.3.
Screening CCOc1ccc(CCNC(=O)c2c(C)nn(-c3ccccc3)c2Cl)cc1OCC returned PLC-beta3 inh -4.1, DAX1 inh-1 0.9, PG9 Ab binder -1.2, SMARCA2 activ -2.3, hgDAF-12 ag -2.1, NR1D1 modulator -1.2, hcDAF-12 act -1.9, ssDAF-12 act -1.6, HGIII-sPLA2 inh 0.7, FXN GAA850 act -1.1 and DAX1 inh-2 -1.7.
For CCOC(=O)CN1C(=O)S/C(=C/c2ccc(OCc3ccc(C(=O)O)cc3)cc2)C1=O the results were PLC-beta3 inh 6.5, DAX1 inh-1 -0.3, PG9 Ab binder -0.7, SMARCA2 activ -2.1, hgDAF-12 ag 3.6, NR1D1 modulator -2.6, hcDAF-12 act -2.4, ssDAF-12 act -0.6, HGIII-sPLA2 inh 3.9, FXN GAA850 act 2.1 and DAX1 inh-2 0.2.
`COc1ccc(-c2nc(CCNC(=O)c3ccco3)cs2)cc1OC` gave PLC-beta3 inh -13.6, DAX1 inh-1 -1.4, PG9 Ab binder -2.4, SMARCA2 activ -1.6, hgDAF-12 ag -3.9, NR1D1 modulator 0.7, hcDAF-12 act -2.7, ssDAF-12 act -1.4, HGIII-sPLA2 inh -2.9, FXN GAA850 act 2.7 and DAX1 inh-2 -1.9.
For C=CCN(CC=C)CCOc1ccccc1F the results were PLC-beta3 inh 2.5, DAX1 inh-1 -0.4, PG9 Ab binder 0.3, SMARCA2 activ 0.2, hgDAF-12 ag -4.5, NR1D1 modulator 2.2, hcDAF-12 act 0.7, ssDAF-12 act -0.9, HGIII-sPLA2 inh 11.8, FXN GAA850 act 2.0 and DAX1 inh-2 0.3.
Cc1ccc(CNCc2cccnc2)cc1 was read as PLC-beta3 inh 2.6, DAX1 inh-1 -0.8, PG9 Ab binder -1.0, SMARCA2 activ 0.5, hgDAF-12 ag -0.1, NR1D1 modulator -1.7, hcDAF-12 act -2.2, ssDAF-12 act -0.8, HGIII-sPLA2 inh 2.0, FXN GAA850 act 0.4 and DAX1 inh-2 -0.8.
Screening COc1ccc(CNC(=O)C[C@H]2C[C@H](C(=O)N(C(C)C)C(C)C)[C@@]3(C)c4[nH]c5cc(-c6ccco6)ccc5c4CCN3C2=O)cc1OC returned PLC-beta3 inh inactive, DAX1 inh-1 -2.4, PG9 Ab binder 0.7, SMARCA2 activ -4.5, hgDAF-12 ag -3.3, NR1D1 modulator -1.6, hcDAF-12 act -1.9, ssDAF-12 act -1.3, HGIII-sPLA2 inh -6.0, FXN GAA850 act 0.6 and DAX1 inh-2 -1.4.
COC(=O)C[C@@H]1C=C[C@@H](NC(=O)c2ccc3c(c2)OCO3)[C@@H](CO)O1 was read as PLC-beta3 inh 3.0, PG9 Ab binder 0.9, SMARCA2 activ 5.2, hgDAF-12 ag -0.9, NR1D1 modulator -0.4, hcDAF-12 act 0.1, ssDAF-12 act -0.7, HGIII-sPLA2 inh 3.6 and DAX1 inh-2 -0.1.
For Cc1nc(NC(=S)NC(=O)c2ccccc2)sc1C the results were PLC-beta3 inh -8.3, DAX1 inh-1 5.3*, PG9 Ab binder -1.0, SMARCA2 activ 6.0, hgDAF-12 ag 13.9*, NR1D1 modulator 5.5, hcDAF-12 act 8.0*, ssDAF-12 act 0.5, HGIII-sPLA2 inh 8.5, FXN GAA850 act 5.7 and DAX1 inh-2 1.4.
CN1C(C(=O)NCC2CC2)CC2Cn3c(nc4cc(Cl)c(Cl)cc43)C21 (stereo not drawn) was read as PLC-beta3 inh -1.4, DAX1 inh-1 -0.3, PG9 Ab binder 1.7, SMARCA2 activ 1.5, hgDAF-12 ag 1.1, NR1D1 modulator 2.3, hcDAF-12 act -2.5, ssDAF-12 act -1.2, HGIII-sPLA2 inh -0.7, FXN GAA850 act 1.9 and DAX1 inh-2 -0.3.
Screening CC(NC(=O)COC(=O)/C=C/c1ccc2c(c1)OCO2)c1ccccc1 (stereo not drawn) returned PLC-beta3 inh -49.0, DAX1 inh-1 2.5, PG9 Ab binder -1.7, SMARCA2 activ -1.6, hgDAF-12 ag -0.9, NR1D1 modulator -2.6, hcDAF-12 act -1.5, ssDAF-12 act -1.8, HGIII-sPLA2 inh -1.4, FXN GAA850 act 3.4 and DAX1 inh-2 -0.2.
CC(C(=O)NCCC1=CCCCC1)c1ccc([N+](=O)[O-])cc1 (stereo not drawn) was read as PLC-beta3 inh 3.4, DAX1 inh-1 -1.2, PG9 Ab binder -2.9, SMARCA2 activ 0.0, hgDAF-12 ag -1.5, NR1D1 modulator -1.7, hcDAF-12 act -1.1, ssDAF-12 act -2.2, HGIII-sPLA2 inh -4.1, FXN GAA850 act 1.4 and DAX1 inh-2 -0.8.
For Cc1c(Nc2ccc3nonc3c2[N+](=O)[O-])c(=O)n(-c2ccccc2)n1C the results were PLC-beta3 inh 2.0, DAX1 inh-1 1.6, PG9 Ab binder -2.2, SMARCA2 activ 0.4, hgDAF-12 ag -1.4, NR1D1 modulator -1.9, hcDAF-12 act 0.2, ssDAF-12 act -0.9, HGIII-sPLA2 inh 5.0, FXN GAA850 act 0.7 and DAX1 inh-2 0.2.
`CCN(CC)CC#CCOC(c1ccccc1)c1ccccc1` gave PLC-beta3 inh 4.5, DAX1 inh-1 1.8, PG9 Ab binder -1.3, SMARCA2 activ -1.0, hgDAF-12 ag 1.1, NR1D1 modulator 2.8, hcDAF-12 act -0.8, ssDAF-12 act -0.9, HGIII-sPLA2 inh -4.9, FXN GAA850 act -2.0 and DAX1 inh-2 0.3.
Cc1cc(NC(=O)CCC(=O)N(CC(=O)NC2CCCC2)Cc2cccs2)no1 was read as PLC-beta3 inh 3.1, DAX1 inh-1 -0.4, PG9 Ab binder -0.3, SMARCA2 activ -0.3, hgDAF-12 ag 0.0, NR1D1 modulator -5.9, hcDAF-12 act 0.4, ssDAF-12 act -0.7, HGIII-sPLA2 inh 0.6, FXN GAA850 act -0.7 and DAX1 inh-2 0.0.
Screening CCOC(=O)C(C)Oc1cccc2c(=O)n(CC(=O)N3CCN(C(=O)OCC)CC3)ccc12 (stereo not drawn) returned PLC-beta3 inh -3.4, DAX1 inh-1 0.2, PG9 Ab binder -0.8, SMARCA2 activ -0.8, hgDAF-12 ag 1.5, NR1D1 modulator 5.2, hcDAF-12 act -1.5, ssDAF-12 act -1.5, HGIII-sPLA2 inh -1.6, FXN GAA850 act -1.1 and DAX1 inh-2 2.6.
`COc1ccc(CCNC(=O)CSCc2c(F)cccc2Cl)cc1OC` gave PLC-beta3 inh -3.1, DAX1 inh-1 -0.8, PG9 Ab binder -0.3, SMARCA2 activ -2.9, hgDAF-12 ag -0.4, NR1D1 modulator -6.3, hcDAF-12 act -1.5, ssDAF-12 act -1.2, HGIII-sPLA2 inh -5.8, FXN GAA850 act 4.1 and DAX1 inh-2 0.4.
For CC(C)c1ccc(N(CC(=O)NCc2ccco2)C(=O)CCC(=O)Nc2nccs2)cc1 the results were PLC-beta3 inh -2.0, DAX1 inh-1 2.1, PG9 Ab binder 1.3, SMARCA2 activ -2.5, hgDAF-12 ag 0.5, NR1D1 modulator 2.9, hcDAF-12 act -0.3, ssDAF-12 act -1.5, HGIII-sPLA2 inh -18.9, FXN GAA850 act 1.7 and DAX1 inh-2 -0.1.
For Cc1ccc(S(=O)(=O)N(C)C)cc1NC(=O)C(C)OC(=O)c1ccc2c(=O)n3c(nc2c1)CCC3 (stereo not drawn) the results were PLC-beta3 inh -38.3, DAX1 inh-1 0.5, PG9 Ab binder 0.5, SMARCA2 activ -2.0, hgDAF-12 ag 1.4, NR1D1 modulator -5.3, hcDAF-12 act -0.1, ssDAF-12 act -0.8, HGIII-sPLA2 inh 5.9, FXN GAA850 act 1.4 and DAX1 inh-2 -1.0.
Screening CCOC(=O)Cc1csc(NC(=O)CN2CCOCC2)n1 returned PLC-beta3 inh -7.4, DAX1 inh-1 1.7, PG9 Ab binder -0.7, SMARCA2 activ 1.1, hgDAF-12 ag -1.4, NR1D1 modulator 0.2, hcDAF-12 act -0.2, ssDAF-12 act -1.5, HGIII-sPLA2 inh -1.4, FXN GAA850 act 0.8 and DAX1 inh-2 0.3.
For CCOC(=O)C1(CCCc2ccccc2)CCN(Cc2nccn2CC)CC1 the results were PLC-beta3 inh 0.5, DAX1 inh-1 -2.1, PG9 Ab binder -1.0, SMARCA2 activ -1.6, hgDAF-12 ag -1.0, NR1D1 modulator 0.4, hcDAF-12 act 0.3, ssDAF-12 act -1.5, HGIII-sPLA2 inh -5.3, FXN GAA850 act -0.5 and DAX1 inh-2 -0.6.

Compound activity (PubChem)

Rows are unselected; about 7% have a hit in one of these screens.
